Source: PubChem BioAssay (The Scripps Research Institute Molecular Screening Center)
CHO-K1 Ca PAM = nonselective calcium activators in parental CHO-K1 cells, primary screen, counter-screen for M1 PAM project, cell-based, Fluo-8 calcium fluorescence, full deck, 1536-well. actives 0.02% (n = 360,000). AID 602247, 2012. activation, % at 3 µM. ATP EC20; 0% at ATP EC20, 100% at ATP max;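 active = activation above the run cutoff, the mean activation of all test compounds plus 3 SD, cut at about 40% in these data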;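 note: peak over basal fluorescence ratio in a 140 s read after ATP addition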
CHO-K1 Ca antag = nonselective inhibitor or artifact in parental CHO-K1 cells | ATP-induced calcium, Fluo-8 fluorescence | inhibition, % at 3 µM | actives 0.6% (n = 360,000);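 active = inhibition above a per-plate cutoff, the plate's mean sample inhibition plus 3 SD, cut at about 24% in these data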;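 note: 0% = DMSO plus EC80 ATP and 100% = DMSO alone without ATP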
V1R ag counter = agonists of human V1a receptor, primary screen, counter-screen for OXTR agonist project, fluorescence, CHO-V1R cells. Vasopressin V1a receptor (Homo sapiens), P37288. Fluo-8 calcium fluorescence, agonist mode; 0% DMSO, 100% 3 nM vasopressin. activation, % at 3 µM. actives 0.25% (n = 320,000);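 active = activation above the mean activation of all tested compounds plus 3 SD, per screening run, cut at about 20% in these data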;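 note: signal is peak over basal fluorescence ratio across a 100 second FLIPR read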
Target sequence (P37288 whole entry, looked up): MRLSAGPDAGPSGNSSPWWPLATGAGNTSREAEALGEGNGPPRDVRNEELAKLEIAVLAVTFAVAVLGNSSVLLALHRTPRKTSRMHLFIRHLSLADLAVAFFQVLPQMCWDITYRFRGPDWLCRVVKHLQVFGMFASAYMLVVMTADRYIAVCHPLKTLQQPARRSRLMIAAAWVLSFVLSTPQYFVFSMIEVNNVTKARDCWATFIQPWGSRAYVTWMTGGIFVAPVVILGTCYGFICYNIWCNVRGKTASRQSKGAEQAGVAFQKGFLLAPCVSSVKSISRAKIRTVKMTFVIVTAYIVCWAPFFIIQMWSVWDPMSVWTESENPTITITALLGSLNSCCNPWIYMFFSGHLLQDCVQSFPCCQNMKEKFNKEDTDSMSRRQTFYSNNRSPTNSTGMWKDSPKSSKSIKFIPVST
OXTR agonist = human OXTR agonists, primary screen, fluorescence, CHO-OTR cells, Fluo-8 calcium | Fluo-8 calcium fluorescence; normalized: DMSO 0%, oxytocin 100% | activation, % at 3 µM | actives 0.32% (n = 320,000);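 active = activation above the mean of all tested compounds plus 3 SD, cutoff set per screening run, cut at about 20% in these data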;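 note: peak over basal fluorescence ratio from a 100 s FLIPR kinetic read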
CHO parental Ca = ATP-evoked calcium signal inhibitors, parental CHO, primary screen, counter-screen for OX1R antagonist project, cell-based, fluorescence, Fluo-8 calcium dye. AID 463079, 2010. actives 0.63% (n = 330,000). inhibition, % at 5.6 µM. parental CHO-K1, ATP-induced calcium, Fluo-8 fluorescence;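 active = inhibition above that plate's mean sample inhibition plus 3 SD, cut at about 26% in these data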;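 note: 0% = ATP-challenged DMSO wells and 100% = DMSO wells without ATP; some compounds past the cut are filed as inactive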
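Material: Parental CHO cells | Reagent: ATP | Compound dosing: Single nominal dose of 5.6 µM per compound | Detection: Intracellular calcium via Fluo-8 no-wash fluorescent dye | Read-out: % inhibition of ATP-induced calcium mobilization | Benchmarks: Low control ATP plus DMSO, high control DMSO only | Replicates: Singlicate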
GPR7 antag = GPR7 receptor antagonists, primary screen, cell-based, fluorescence, single concentration | Neuropeptides B/W receptor type 1 (Homo sapiens), P48145 | GPR7-expressing cells, fluorescence antagonist assay | inhibition, % at 4.4 µM | actives 1.1% (n = 290,000) | AID 1861, 2009; in the data active = inhibition above about 16%, passing the limit was not always enough;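 note: cells stimulated with the agonist NPW; 0% = agonist with vehicle and 100% = vehicle without agonist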
Target sequence (P48145 whole entry, looked up): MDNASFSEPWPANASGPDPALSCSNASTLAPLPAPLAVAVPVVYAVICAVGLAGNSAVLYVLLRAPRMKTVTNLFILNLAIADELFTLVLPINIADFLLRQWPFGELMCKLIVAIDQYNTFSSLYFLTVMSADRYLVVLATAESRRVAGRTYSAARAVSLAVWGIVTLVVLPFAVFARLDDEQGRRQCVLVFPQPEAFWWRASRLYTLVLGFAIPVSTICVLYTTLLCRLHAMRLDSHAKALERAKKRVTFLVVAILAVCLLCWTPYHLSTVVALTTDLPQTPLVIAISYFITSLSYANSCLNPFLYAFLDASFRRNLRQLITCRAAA
OXTR potentiate = human OXTR potentiators, primary screen, fluorescence, CHO-OTR cells, Fluo-8 calcium. Fluo-8 calcium fluorescence, potentiator mode; 0% = oxytocin EC15, 100% = EC100. activation, % at 3 µM. Oxytocin receptor (Homo sapiens), P30559. actives 0.061% (n = 320,000). AID 2445, 2010;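 active = activation above that plate's cutoff, the mean activation of tested compounds plus 3 SD, cut at about 6.6% in these data, passing the limit was not always enough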;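 note: 100% uses oxytocin at 75 nM as the full agonist control; some results filed as inactive read as strong as hits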
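Assay system: CHO cell line stably expressing human OTR | Also added: Oxytocin at about EC15, sub-maximal agonist stimulus | Times: Compound 6 min at room temperature before oxytocin, 100 s read | Measured by: Fluo-8 intracellular calcium fluorescence, ex 470-495, em 515-575 nm | Controls: EC15 oxytocin alone as 0%, 75 nM oxytocin as 100%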
TAAR1 antagonist = human TAAR1 antagonists, primary screen, Fluo-8 calcium fluorescence, CHO RD-HGA16 cells; Trace amine-associated receptor 1 (Homo sapiens), Q96RJ0; antagonist; inhibition, % at 3 µM; actives 1.5% (n = 360,000); AID 624466, 2012;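 active = inhibition above a per-plate cutoff, the mean inhibition of test compounds on that plate plus 3 SD, cut at about 49% in these data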;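 note: 0% = DMSO plus EC80 beta-PEA response and 100% = DMSO alone without agonist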
Target sequence (Q96RJ0 whole entry, looked up): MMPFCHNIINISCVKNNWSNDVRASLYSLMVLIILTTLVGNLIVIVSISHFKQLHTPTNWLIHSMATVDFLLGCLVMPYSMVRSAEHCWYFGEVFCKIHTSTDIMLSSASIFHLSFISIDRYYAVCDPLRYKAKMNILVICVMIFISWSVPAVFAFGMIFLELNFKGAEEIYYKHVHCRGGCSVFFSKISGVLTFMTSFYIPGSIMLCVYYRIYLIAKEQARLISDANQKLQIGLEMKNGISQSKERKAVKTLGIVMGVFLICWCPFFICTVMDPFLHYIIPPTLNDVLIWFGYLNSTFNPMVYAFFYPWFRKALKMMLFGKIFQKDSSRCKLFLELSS
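Test system: CHO RD-HGA16 cells bearing hTAAR1 | Reagent: β-PEA, EC80 | Compound dosing: 3 µM, single point | Schedule: Dye loading 75 min at 37 °C, then 30 min room temperature | Signal: Calcium fluorescence with Fluo-8 | Evaluation: Percent inhibition of PEA-evoked calcium signal, max/basal emission ratio | Control set: DMSO-only wells and EC80 β-PEA-stimulated wells | Repeats: Singlicate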
CHO-K1 Ca ag = counter-screen for M1 agonists: effect in parental CHO-K1 cells; activation, % at 3 µM; Fluo-8 calcium fluorescence; scaled to maximal ATP response, vehicle zero; actives 0.48% (n = 360,000); in the data active = activation above about 15%;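 note: untransfected CHO-K1 host cells lacking M1 receptor as counterscreen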
An asterisk follows results filed as active; . = no result given.

Each structure is followed by: OXTR potentiate	OXTR agonist	TAAR1 antagonist	GPR7 antag	V1R ag counter	CHO-K1 Ca PAM	CHO parental Ca	CHO-K1 Ca ag	CHO-K1 Ca antag
O=C(CSc1nnc(CNC(=O)c2ccccc2)o1)NCCc1ccccc1
→ -6	-0.6	-6	-3	0.6	12	10	0.6	-7
CC1=C(C(=O)N2CCOCC2)CC(CC(=O)NC(c2ccccc2)c2ccccc2)C(=O)N1CCC1=CCCCC1 (stereo unspecified)
→ .	.	-20	.	.	16	.	2.3	-14
C=C1CCN([C@@H](C)C(=O)NCCCCCC)S(=O)(=O)c2ccccc21
→ -10	-1.2	10	.	-1.7	-20	-15	-0.9	8
COC(=O)c1sc(NC(=O)c2c(OC)cccc2OC)c(C#N)c1C
→ -12	-1.6	-9	-7	-0.8	-19	-24	-0.3	15
Cc1c(Cl)cccc1NC(=S)NC(=O)c1ccccc1
→ .	.	-14	.	.	12	.	0.2	-14
O=C(Nn1c(C2CCCCC2)nc2ccccc2c1=O)c1ccc(Cl)c([N+](=O)[O-])c1
→ -13	3.1	-9	-16	7.5	13	-22	14	5
CC(C)(C)c1ccccc1NC(=O)Cn1c(=O)cnc2ccccc21
→ 5	0.1	-1	6	-0.6	16	-18	0.3	-14
Cc1ccsc1C(=O)Nc1ccc(F)c([N+](=O)[O-])c1
→ -4	-0.8	12	9	1.3	-8	-15	0.4	7
O=C(O)CCNC(=O)c1ccc(Br)o1
→ -11	-1.1	-9	2	0.1	16	6	0.2	-11
O=C(Cc1ccccc1)NCC(=O)N1CCN(Cc2cccc(Cl)c2)CC1
→ 0	2.3	-5	.	1.1	13	-1	0.4	3
O=C(NCCN1CCOCC1)c1cc(S(=O)(=O)Nc2ccccc2F)c(Cl)cc1Cl
→ 4	1.2	-20	-15	0.0	14	-10	0.6	-14
COC(=O)c1sc(NC(=O)COc2ccccc2)nc1C
→ -3	-1.6	0	0	-0.6	14	-17	0.2	0
O=C(COc1ccccc1Br)c1ccc(O)cc1O
→ -11	6.0	-26	-5	3.0	18	-1	4.8	-14
N/C(Cc1cccc2ccccc12)=N\O
→ 2	0.0	-19	-5	1.4	12	-6	1.2	-2
S=C(NCCc1ccc(Cl)cc1)Nc1ccc(Cl)cc1Cl
→ -11	2.4	49*	-1	5.3	-7	15	6.4	20
CCCCCCCCCCOC(=O)Cn1c(COc2cccc(C)c2)[n+](C)c2ccccc21
→ -18	45*	65*	45*	13	4	65*	-0.4	9
CN(Cc1ccccc1)C(=O)c1cc(-c2ccc(Br)cc2)on1
→ -9	-1.4	-5	-1	0.8	0	-9	0.6	6
c1ccc(COc2cccc(-c3cc4nc(NCc5ccc6c(c5)OCO6)ccn4n3)c2)cc1
→ .	.	13	.	.	19	.	0.4	-10
O=c1[nH]c(=S)[nH]c2c1C(c1ccccc1)OC(C1CCCCC1)C2 (stereo unspecified)
→ .	.	-1	.	.	3	.	-0.3	-4
COc1ccccc1NC(=O)CSc1nnc(-c2ccco2)o1
→ -2	0.5	1	-8	0.5	20	0	0.8	-8
Cc1ccc(-c2nnc3sc(CCc4ccccc4)nn23)cc1
→ 0	-1.8	-17	-11	7.0	18	-17	0.7	-30
CC(=O)Nc1ccc(NC(=O)CSc2nnc(NC(=O)c3ccccc3F)s2)cc1
→ .	.	-2	.	.	-4	.	0.3	-1
Cc1cccc(C(=O)Nc2cccc(NC(=O)c3ccccc3)c2)c1
→ -6	-2.8	-9	-11	-0.9	-11	-16	2.2	-4
CC(C)N(Cc1cc2ccccc2[nH]c1=O)C(=O)c1ccco1
→ -8	-0.8	4	8	0.6	1	-10	0.2	0
CCOC(=O)c1sc(NC(=O)CSc2n[nH]c(CC(C)C)n2)nc1C
→ -4	-1.9	-12	-11	-1.2	-14	-7	0.2	16
O=C(Cn1nc(C(=O)O)c2ccccc2c1=O)Nc1cc(Cl)ccc1-n1cncn1
→ -6	-0.7	-3	.	0.6	7	-5	0.0	-9
Cc1ccc(C(=O)NC(C(=O)Nc2ccccc2)c2ccccc2)cc1 (stereo unspecified)
→ .	.	-30	-25	.	-17	.	-0.6	4
O=C(CNC(=O)c1ccc(Br)cc1)N/N=C/c1cccnc1
→ -3	0.3	-13	-3	1.6	-3	-11	0.2	0
O=C(COc1ccc(-c2ccccc2)cc1)NNC(=O)NC1CCCCC1
→ -6	1.7	1	5	2.7	-6	-6	0.8	-4
C[C@@H](O)C(C(=O)N1CCNCC1)n1cc([C@@H](N)CCCCN)nn1 (stereo partly specified)
→ -11	0.1	-12	.	-0.2	15	-5	1.2	-8
COc1cccc(Cn2nnc(C(=O)Nc3ccc(C)cc3)c2N)c1
→ -7	0.8	7	-3	1.9	-13	20	-0.5	13
COc1ccc(C(C#N)N2N=C(C)CC2c2ccccc2)cc1 (stereo unspecified)
→ -10	0.2	1	-9	0.1	4	3	0.0	-2
CCc1nnc(NC(=O)C2CCCN2S(=O)(=O)c2ccc(C)cc2)s1 (stereo unspecified)
→ -4	2.6	8	-12	1.3	13	-42	0.3	-4
O=C(C[C@@H]1C/C=C\C[C@H](NC(=O)OCC2c3ccccc3-c3ccccc32)C(=O)OC[C@H]2CCCN2C1=O)NCCO
→ -10	-1.1	.	.	0.8	12	-10	-0.1	-16
Cc1ccccc1-n1c(Cn2c(=O)sc3ccccc32)nnc1SCC(=O)Nc1nccs1
→ 2	0.3	-18	4	1.4	-5	-22	0.0	3
CN(C)C1=C(Cl)C(=O)N(c2ccc(Cl)c(Cl)c2)C1=O
→ -6	0.1	-17	-4	0.1	8	-7	0.5	-10
Cc1nc2c(-c3ccc(Cl)cc3)cnn2c2c1CCC2
→ -5	-0.2	-13	-11	-0.2	27	-9	1.2	-10
CC1(C)OC(=O)C(=CNC(=O)c2c(F)cccc2F)C(=O)O1
→ -7	0.7	0	-6	0.9	7	-10	-0.3	1
COc1ccc(CCc2nnc(CCC(=O)NCc3cc(C(C)C)no3)o2)cc1
→ -14	-1.7	-12	13	2.3	-6	-5	0.8	-8
COc1cccc(/C=C/C(=O)OCC(=O)NCCNC(=O)COC(=O)/C=C/c2cccc(OC)c2)c1
→ -6	3.1	-1	.	3.0	8	-16	0.7	-11
COC(=O)CCCCCCCCC(O)C[N+]1(C)CCOCC1 (stereo unspecified)
→ -3	0.7	-22	-6	0.6	-8	-5	-0.1	7
COC(=O)c1cc(NC(=S)NC(=O)c2ccccc2)ccc1N1CCOCC1
→ -3	0.3	-17	-18	0.5	12	-19	1.4	-8
c1ccc(Cn2c(NCc3ccco3)nc3ccccc32)cc1
→ -18	0.0	-6	18	1.5	-3	-22	0.9	25*
CCNC(=O)N(C)C[C@H]1N[C@@](C)(C(=O)OC)[C@H]2C(=O)N(Cc3ccccc3)C(=O)[C@@H]12
→ 2	0.3	-6	.	0.9	12	-14	0.5	-19
S=c1nn[nH]n1C12CC3CC(CC(C3)C1)C2
→ -4	0.1	.	-13	1.1	-5	1	0.7	-9
Cc1cccc(NS(=O)(=O)c2ccc(C(=O)NCCCN3CCOCC3)cc2)c1C
→ .	.	4	5	.	-12	.	0.6	5
CCOC(=O)c1cc(OCC)c2c(ccc3cc(OC)ccc32)n1
→ .	.	1	.	.	6	.	0.3	-14
CCCC[C@@H]1CNCCN1CCc1cc(C(F)(F)F)cc(C(F)(F)F)c1
→ -4	4.7	-18	.	1.7	10	-12	0.1	-6
CCOc1ccc(NC(=O)CCC(=O)N/N=C(\C)c2cccs2)cc1
→ -6	-0.9	-36	-12	-1.1	7	-2	0.1	-9
Cc1ccc(N/N=C(\C#N)C(=N)N2CCCCCC2)cc1
→ -11	0.1	-7	-5	3.1	-14	-9	0.0	3
CCCCn1c(=O)n(CC(O)c2ccccc2)c(=O)c2c1ncn2C1CCCC1 (stereo unspecified)
→ -3	-0.4	8	-6	-0.5	-5	-17	1.3	6
COc1ccc(C(=O)OCC(=O)NCC2CCCO2)cc1 (stereo unspecified)
→ 3	0.8	2	-7	0.5	3	3	0.1	-2
O=C(Cc1cn2ccsc2n1)Nc1ccccc1Oc1ccccc1
→ -27	-1.4	9	8	-0.9	23	-31	1.3	-8
O=c1c2[nH]c3ccc(F)cc3c2ncn1CCCn1ccnc1
→ -4	1.4	10	-13	0.4	-1	-7	-0.2	-6
CCc1nnc(NC(=O)CSc2nc3ccccc3s2)s1
→ -1	-0.8	-31	-3	0.7	-6	3	0.2	-2
S=C(Nc1cccc(Cl)c1)NC1CC2CCCC(C1)N2C1CCCC1 (stereo unspecified)
→ -9	3.6	-6	-4	2.7	16	-15	0.6	-1
Nc1nsnc1C(=O)NCCO
→ 4	0.7	25	-3	0.8	9	-1	0.3	-6
CCn1c(CSc2nc(C)cc(C)n2)nnc1SCC(N)=O
→ -6	-0.5	6	1	0.5	17	-4	0.2	2
O=C(O)CC(Cc1ccccc1)C(=O)NCC12CC3CC(CC(C3)C1)C2 (stereo unspecified)
→ -4	0.8	-1	-3	0.4	9	-3	0.4	-3
COc1ccccc1N(C)S(=O)(=O)c1ccc(Cl)c(C(=O)NCc2ccco2)c1
→ -9	-0.1	-2	.	0.8	12	-20	1.3	-15

Further entries follow:
Each structure is followed by: OXTR potentiate	OXTR agonist	TAAR1 antagonist	GPR7 antag	V1R ag counter	CHO-K1 Ca PAM	CHO parental Ca	CHO-K1 Ca ag	CHO-K1 Ca antag
O=C(Nc1ccccc1)Nc1nnc(/C=C/c2ccccc2Cl)s1
→ 0	0.2	6	-6	1.3	13	-1	-0.2	-14
Cn1c(=O)[nH]c(=O)c2c1nc1n2CCN1Cc1ccccc1
→ -7	-0.3	20	13	-0.7	7	-11	-0.3	-20
Cc1ccc2cc(C3CC(c4ccco4)=NN3C(=O)CCCC(=O)O)c(Cl)nc2c1 (stereo unspecified)
→ 2	-0.4	-19	13	-0.2	8	-15	0.9	-6
O=C(CN1CCN(Cc2ccc(F)cc2Cl)C1=O)NCCc1ccc(Cl)cc1
→ -16	2.4	-1	-7	3.5	-6	-13	2.7	-4
CCSc1nnc(NC(=O)c2ccccc2C)s1
→ -18	-0.7	3	-6	0.4	13	0	0.9	-7
